Apoferritin bind = qHTS Assay for Identification of Novel General Anesthetics | Ferritin light chain (Equus caballus), P02791 | apoferritin/1-aminoanthracene competitive binding, fluorescence | Potency, µM (titrated, usually from 77.5 µM), for the others: at the top dose activity change, negative = displacement, hits mostly inhibitors | hit rate 0.074% among 350,000; note: % is set by controls: 0 for no effect and ±100 for the full control effect; nearly all actives have a fitted effect of over 20% in size
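Apoferritin-based anesthetic binding model; compound displacement of fluorescent 1-AMA measured as endpoint fluorescence after 10 minutes at room temperature, scaled to free-ligand and complex controls.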
Pol kappa inh = qHTS for Inhibitors of Polymerase Kappa; AID 588579, 2011; hit rate 0.53% among 400,000; DNA polymerase kappa (Homo sapiens), Q9UBT6; Potency, µM (top dose mostly 107 µM), for inactives: at the top dose activity, negative = inhibition, hits mostly inhibitors; purified Pol kappa, fluorescent DNA synthesis assay, 10 min; note: % is set by controls: 0 for no effect and ±100 for the full control effect
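Pol kappa 10 nM + cpd, 15 min RT; start w/ substrate 50 nM final; fluorescence kinetic read, 0 and 10 min. Neg ctrl: buffer, no enzyme.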
Pol iota inh = qHTS for Inhibitors of Polymerase Iota; DNA polymerase iota (Homo sapiens), Q9UNA4; hit rate 1% among 390,000; Potency, µM (highest dose often 115 µM), for inactives: at the highest dose activity, negative = inhibition, usual class: inhibitors; AID 588590, 2011; Pol iota fluorescent replication assay, 10 min
Target sequence (Q9UNA4 whole entry, looked up): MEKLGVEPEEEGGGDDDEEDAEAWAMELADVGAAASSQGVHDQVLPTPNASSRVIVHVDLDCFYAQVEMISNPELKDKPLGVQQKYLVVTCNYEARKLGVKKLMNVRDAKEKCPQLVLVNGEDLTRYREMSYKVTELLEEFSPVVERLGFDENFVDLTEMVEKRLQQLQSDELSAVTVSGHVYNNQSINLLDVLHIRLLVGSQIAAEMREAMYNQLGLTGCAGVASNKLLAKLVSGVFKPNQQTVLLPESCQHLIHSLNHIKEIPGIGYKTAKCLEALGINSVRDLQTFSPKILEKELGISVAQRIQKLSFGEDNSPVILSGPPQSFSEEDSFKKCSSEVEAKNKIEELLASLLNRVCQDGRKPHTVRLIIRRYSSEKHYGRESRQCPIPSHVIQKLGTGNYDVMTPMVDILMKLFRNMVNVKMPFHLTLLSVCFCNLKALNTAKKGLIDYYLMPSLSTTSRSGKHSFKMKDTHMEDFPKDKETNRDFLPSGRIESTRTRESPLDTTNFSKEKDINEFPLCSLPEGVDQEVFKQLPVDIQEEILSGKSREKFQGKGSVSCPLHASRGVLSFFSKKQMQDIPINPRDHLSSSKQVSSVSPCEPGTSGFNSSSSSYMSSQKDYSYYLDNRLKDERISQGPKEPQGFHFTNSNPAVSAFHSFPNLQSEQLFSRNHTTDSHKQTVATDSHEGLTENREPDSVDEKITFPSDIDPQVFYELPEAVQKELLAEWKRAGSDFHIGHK
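Fluorescent replication assay read twice, at 0 min and 10 min after adding 50 nM (final) substrate. Enzyme (10 nM) and compounds were first incubated 15 min at room temperature; enzyme-free buffer wells were negative controls.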
BLM inh = qHTS Assay for Inhibitors of Bloom's syndrome helicase (BLM). RecQ-like DNA helicase BLM (Homo sapiens), P54132. recombinant BLM DNA unwinding, fluorescence dequenching. Potency, µM (series often up to 56.1 µM), for inactives: top-dose activity change, negative = inhibition, most hits filed as inhibitors. hit rate 0.2% among 350,000. AID 2528, 2010;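 note: plate controls were vehicle for no effect and no enzyme for full effect; nearly all actives have a fitted effect of over 35% in size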
Pol beta inh = qHTS Assay for Inhibitors of DNA Polymerase Beta; Potency, µM (top dose mostly 114 µM), inactives show at the highest dose activity change, negative = inhibition, hits mostly inhibitors; hit rate 1.3% among 340,000; Pol beta primer extension/strand displacement, fluorescence kinetic; P06746; note: % is set by controls: 0 for no effect and ±100 for the full control effect
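Preincubation: enzyme (10 nM) with compound, 15 min, RT. Reaction: substrate added to 50 nM final. Reads: 0 and 10 min. Analysis: normalized, Hill fit.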
G9a inh = qHTS Assay for Inhibitors of Histone Lysine Methyltransferase G9a | G9a H3K9 monomethylation, AlphaScreen, 2 h | Potency, µM (highest dose often 102 µM), inactives show at the highest dose activity, negative = inhibition, actives largely listed as inhibitors | hit rate 8.8% among 350,000 | AID 504332, 2011; note: % is set by controls: 0 for no effect and ±100 for the full control effect; nearly all actives have a fitted effect of over 75% in size
Target sequence (Q96KQ7 913-1193 limits assumed): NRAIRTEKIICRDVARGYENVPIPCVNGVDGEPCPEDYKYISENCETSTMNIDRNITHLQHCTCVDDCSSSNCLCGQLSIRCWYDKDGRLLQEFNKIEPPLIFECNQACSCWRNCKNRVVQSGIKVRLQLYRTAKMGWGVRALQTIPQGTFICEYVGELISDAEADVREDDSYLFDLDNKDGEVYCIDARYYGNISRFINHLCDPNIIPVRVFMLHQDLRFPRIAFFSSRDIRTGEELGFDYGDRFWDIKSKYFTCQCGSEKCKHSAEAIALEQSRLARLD
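Methyltransferase reactions run at room temperature for 2 h (20 nM enzyme, 500 nM biotin-H3K9 peptide, 20 uM SAM) after a 15 min compound preincubation; product detected by AlphaScreen beads and anti-H3K9me1 antibody.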
BAZ2B block = qHTS Assay for Inhibitors of BAZ2B; Potency, µM (top dose mostly 114 µM), for the others: top-dose activity change, negative = inhibition, hits mostly inhibitors; AlphaScreen BAZ2B-H3K14Ac peptide displacement; Bromodomain adjacent to zinc finger domain protein 2B (Homo sapiens), Q9UIF8; hit rate 4.4% among 360,000; AID 504333, 2011; note: % is set by controls: 0 for no effect and ±100 for the full control effect; nearly all actives have a fitted effect of over 60% in size
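Multi-concentration screen (max 110 uM) measuring displacement of acetylated histone H3 peptide from BAZ2B by AlphaScreen, using 50 nM protein, 50 nM peptide and 10 ug/mL streptavidin donor plus Ni-chelate acceptor beads.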
APE1 inh = qHTS Assay for Inhibitors of the Human Apurinic/apyrimidinic Endonuclease 1 (APE1); Potency, µM (doses to about 65.8 µM), for the others: at the highest dose activity change, negative = inhibition, actives largely listed as inhibitors; DNA repair nuclease/redox regulator APEX1 (Homo sapiens), P27695; recombinant APE1, TAMRA/BHQ-2 abasic DNA cleavage fluorescence; hit rate 0.35% among 350,000;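 note: plate controls were vehicle for no effect and reference inhibitor for full effect; nearly all actives have a fitted effect of over 55% in size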
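0.75 nM APE1 + cpd, 15 min RT; start w/ 50 nM TAMRA/BHQ-2 THF-abasic dsDNA; kinetic fluor 525/598 nm ×3 reads @60 s; Δ(read3−read1); normalized to DMSO and NSC13755 control wells.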
POLH inh = qHTS for Inhibitors of Polymerase Eta; AID 588591, 2011; hit rate 1.2% among 390,000; DNA polymerase eta (Homo sapiens), Q9Y253; Potency, µM (doses to about 114 µM), inactives show top-dose activity change, negative = inhibition, most hits filed as inhibitors; recombinant Pol eta, fluorescent DNA replication assay; note: % is set by controls: 0 for no effect and ±100 for the full control effect
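Pol eta (10 nM) was preincubated with compounds for 15 min at room temperature, after which fluorescent replication substrate (50 nM final) was added to start the reaction. Fluorescence was read kinetically at 0 and 10 min.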
Active calls of the source: *; ? = inconclusive; . = no result given; & = joins results of further samples; [ ] = dose if it differs, or a comment. Calls come from the whole dose curve; as a rule, active = well fitted curve in the direction sought with a large enough effect; inconclusive = small, poorly fitted or top-dose-only effect, or another doubt; inactive = no such curve, though single readings can be large; an effect the other way counts as inactive or inconclusive. Potency is the fitted concentration of half-maximal effect.

SMILES	Apoferritin bind	Pol kappa inh	Pol iota inh	BLM inh	Pol beta inh	G9a inh	BAZ2B block	APE1 inh	POLH inh
CN(C)c1nc(SCc2ccccc2Cl)nc2c1CCCC2	4%	-14%	-1%	-3%	10%	35%[59 µM]	96%[activator]	-2%	0%
O=c1c(-c2cccs2)nc2cnc(Nc3ccccc3)nc2n1C[C@H]1CCCO1	.	-3%[60.1 µM]	.	-2%	.	21%[0.501 µM]	.	-1%	.
Cc1ccc(CNC(=O)c2sc3ncnc(N(C)C4CCCCC4)c3c2C)cc1	3%	-12%[60.1 µM]	5%	-9%	-8%	48%[activator][59 µM]	-2%	.	.
C#CCn1cc(/C=N/NC(=O)c2cc3ccccc3o2)c2ccccc21	84%[activator]	-7%	6%	-6%	8%	12%[59 µM]	-3%	?	-8%
CCCCC(=O)Nc1ccc2c(c1)nc1n2CCN(CCOC)C1	0%	4%	13%	-3%	-13%	32µM*	-11%	-6%	6%
Cn1cc(Cl)c(C(=O)NNC(=S)Nc2cccc(Cl)c2)n1	-6%	-8%	90%[activator]	0%	34%	16µM*	2%	1%	-6%
CCN1CCN(c2nc(N)c([N+](=O)[O-])c(Nc3cccc(C)c3)n2)CC1	-9%	5%	17%	74%[activator]	13%	?	-6%	-1%	-16%
CCN(C(=O)CSc1ncn[nH]1)c1cccc2ccccc12	-9%	11%	-6%	-3%	31%	22µM*	-115%	0%	-12%
COc1cc([N+](=O)[O-])cc(/C=N/NC(=O)C(O)(c2ccccc2)c2ccccc2)c1O	-21%	-11%	16%	-6%	-27%	-3%	?	-5%	-11%
N#CC1=C(SCc2ccccc2)NC(=O)C(C#N)C12CCCC2 (centres undefined)	-7%	-15%	-1%	-7%	0%	-40%[59 µM]	-2%	-2%	-8%
COc1ccc2c(c1)[C@H]1[C@H](CO2)[C@H](c2ccccc2)[C@]2(C)C(=O)Nc3cc(Cl)ccc3C(=O)N12	.	0%	32%	.	.	-31%[12.7 µM]	-32%	-15%	-13%
Cc1onc(-c2ccccc2Cl)c1C(=O)N1CCCCCC1	-2%	-5%	114%[activator]	-1%	6%	29%	6%	-14%	-1%
CN(C)c1ccc(N=Cc2nc(-c3ccccc3)oc2OC(=O)c2cccc(Cl)c2)cc1	0%	-16%	22%	-7%	1%	8.9µM*	-11%	14%	-5%
Cc1ccc(O)c(NC(=O)c2ccccc2-c2ccccc2C(=O)O)c1	-6%	-5%	8%	-7%	-1%	.	-3%	7%	-7%
O=C(CC(=O)Nc1ccc(F)cc1)Nc1ccc(F)cc1	7%	5%	39%[activator]	1%	39%	0%	7%	2%	-9%
Cc1ccc2ncc(S(=O)(=O)c3ccccc3)c(N3CCCCC3C)c2c1 (centres undefined)	?	-13%&-19%	-1%&-19%	-13%&-11%	-2%&-30%	-8%[59 µM]	-10%&-35%	-15%	-16%&-22%
COc1ccc(C(=O)N2CCN(c3ccc([N+](=O)[O-])c(NCCc4ccc(OC)c(OC)c4)c3)CC2)cc1	-21%	-16%	-2%	-4%	1%	-3%[59 µM]	-30%	0%	-18%
O=C1CCC(C(=O)Nc2cccc(S(=O)(=O)N3CCOCC3)c2)N1 (centres undefined)	-5%	0%	-27%	0%	-1%	-1%	-1%	3%	-4%
O=C(COC(=O)CCC1CCCC1)NCc1ccc(Cl)cc1	-22%	4%	31%[activator]	-1%	?	-3%	-10%	-4%	-8%
Cc1ccc2cc(CN(C(=O)c3cccs3)c3ccccc3)c(=O)[nH]c2c1	-15%	6%	19%	8%	2%	20%	20%	-1%	-16%
COc1ccc(CC(=O)N(C)CC(=O)Nc2ccccc2C(F)(F)F)cc1S(=O)(=O)N1CCOCC1	.	-1%	-16%	.	.	?	-5%	5%	-15%
O=C(c1nnc(-c2ccccc2)o1)C1CC1	-9%	-13%	-12%	-1%	-1%	1%	.	0%	-13%
COc1ccc(OC)c(NC(=O)Nc2cnccn2)c1	-2%	-11%	5%	-4%	-9%	17%	-23%	26%	-8%
O=S(=O)(Nc1ccc(F)c(C(F)(F)F)c1)c1ccc(N2CCCCS2(=O)=O)cc1	?	4%[60.1 µM]	18%	1%	0%	21%[59 µM]	12%	.	-10%
COc1ccc(Cl)cc1NC(=O)CSc1nncn1-c1cccnc1	-5%	-12%	28%	0%	-6%	11%[59 µM]	-3%	5%	-7%
COC(=O)c1cc(OC)c(OC)cc1NC(=O)CN1CCCCC1	-10%	-18%	2%	-4%	0%	?	12%	-1%	-2%
CC1CCCC(C)N1S(=O)(=O)c1ccc(Cl)cc1 (centres undefined)	-15%	0%	-7%	-4%	34%	60%[activator]	9%	-4%	-13%
Cn1c(=O)c2c(ncn2CC(=O)N/N=C/C=C/c2ccccc2)n(C)c1=O	-12%	-1%	5%	2%	1%[57.1 µM]	?	-1%	-5%	-18%
Cc1ccc2oc3c(c(=O)c2c1)C(c1ccc(F)cc1)N(CCCN1CCOCC1)C3=O (centres undefined)	-16%	.	.	-3%	0%	45µM*	-3%	3%	.
Cn1nnc(NC(=O)CSc2ncn[nH]2)n1	-4%	0%	27%	2%	19%	19%[2.33 µM]	-6%	-3%	-15%
COc1ccc(OCc2cc(C(=O)N3CCCN(C(C)=O)CC3)no2)c(Cl)c1	0%	4%	5%	-2%	37%	.	-6%	6%	2%
CNC(=O)/C(C#N)=C/c1cn(CC(=O)OC)c2ccccc12	2%	-2%	27%	2%	77%	4%	-24%	0%	-16%
CCOc1ccc(C2CC(=O)c3c([nH]c(C(=O)OC4CCC(C)CC4)c3C)C2)cc1 (centres undefined)	-4%	2%	4%	-2%	10%	-25%[59 µM]	-3%	.	10%
COc1ccc(S(=O)Cc2ccc(C(=O)N3CCN(c4cccc(C)c4C)CC3)o2)cc1 (centres undefined)	-8%&-7%	6%&-2%	-2%&1%	1%&-11%	17%&25%	7%	?	10%	3%&-13%
N#CCC(=O)NCCCc1ccccc1	-3%	-15%	83%[activator]	6%	23%	13%	-3%	18%	-6%
Cc1ccc2nc(SCC(=O)NCC3CCCO3)c(C#N)cc2c1 (centres undefined)	-9%	-17%	8%	0%	13%	-9%	1%	1%	-5%
CCOC(=O)C1CCN(C(=O)c2cc3c(=O)n4ccccc4nc3s2)CC1	342%[activator]	-1%	68%	1%	26%	35%	1%	8%	-5%
N#Cc1c(N)nc2c(c1-c1cccc(O)c1)CCCCCC2	?	-6%[60.1 µM]	26%	-13%	10%	19%	?	0%	-10%
CCOC(=O)C1(CCc2ccccc2)CCN(C(=O)C2CCOCC2)CC1	-2%	-2%	45%[activator]	-3%	-11%	9%	1%	-1%	-10%
CCOC(=O)Cn1ccc(O)c(Cc2ccc(Cl)cc2Cl)c1=O	0%	-7%	1%	0%	12%	-27%	2%	0%	-16%
O=C(Cc1ccc(F)cc1)N(c1ccc(F)cc1)C1C=CS(=O)(=O)C1 (centres undefined)	-10%	1%	15%	-1%	28%	-32%[59 µM]	2%	-1%	12%
CCOC(=O)c1ccc(NC(=O)Cn2ncc3c(C)n(Cc4ccccc4F)c(C)c3c2=O)cc1	-9%	-4%	4%	-11%	?	3%[59 µM]	-1%	.	-8%
Cc1ccc(C)c(C(=O)c2c(C)nc3sccn23)c1	-11%	-9%	20%	-3%	-14%	8%[59 µM]	22%	0%	-16%
NC(=O)c1cc2ccccc2oc1=NCc1ccccc1	-20%	-1%	7%	-6%	0%	1%	-33%	-1%	-5%
COc1ccc(S(=O)(=O)N[C@@H](C)C(=O)OCC(=O)Nc2cc3oc4ccccc4c3cc2OC)cc1	-10%	4%	-13%	-5%	2%	-24%	-3%	-5%	-19%
O=C(CCCCCCC(=O)Nc1ccccc1)NO	.	-5%	29%	.	.	.	.	2%	-15%
CCOC(=O)Nc1nnc(Cc2ccc(Cl)c(Cl)c2)s1	-23%	-20%	?	-3%	27%	9%	-15%	2%	-3%
Cc1ccc2nsnc2c1S(=O)(=O)N(Cc1cc2cccc(C)c2[nH]c1=O)CC1CCCO1 (centres undefined)	3%	-5%	29%	-1%	-2%	-36%[12.7 µM]	-3%	0%	-9%
Cc1nc2ccccc2n2c(-c3ccccc3)c3c(=O)n(C)c(=O)n(C)c3c12	-3%&-5%	-8%[60.1 µM]	6%&42%	4%&1%	-8%&23%	-15%[59 µM]	12%&8%	2%	6%&-26%
O=[N+]([O-])c1cccc(-c2c[n+]3c(n2-c2ccccc2)SCC3)c1	-9%	-1%	86%[activator]	-9%	1%	0%	.	-8%	-24%
Cc1ccc(NC(=O)C2CCN(S(=O)(=O)c3c(C)noc3/C=C/c3cccs3)CC2)cc1F	-9%	1%	12%	-1%	0%	5%[59 µM]	.	.	-7%
O=C(NCCc1ccccc1)c1cnc2sc(N3CCCCC3)nn2c1=O	6%	13%	46%[activator]	0%	21%	-7%[59 µM]	-5%	.	-3%
Cc1ccc(OCC(=O)NCC(=O)OCc2cc(=O)n3nc(C)sc3n2)cc1	1%	0%	-2%	0%	-5%	-1%[59 µM]	-12%	.	-11%

Entries of single compounds from above:
Cc1onc(-c2ccccc2Cl)c1C(=O)N1CCCCCC1 across the screens: Apoferritin bind: -2%; Pol kappa inh: -5%; Pol iota inh: 114%[activator]; BLM inh: -1%; Pol beta inh: 6%; G9a inh: 29%; BAZ2B block: 6%; APE1 inh: -14%; POLH inh: -1%
CN(C)c1ccc(N=Cc2nc(-c3ccccc3)oc2OC(=O)c2cccc(Cl)c2)cc1 across the screens: Apoferritin bind: 0%; Pol kappa inh: -16%; Pol iota inh: 22%; BLM inh: -7%; Pol beta inh: 1%; G9a inh: 8.9µM*; BAZ2B block: -11%; APE1 inh: 14%; POLH inh: -5%

Only part of the results is shown; the hit share may differ from the screen's.
